TNAP inh hi DEA – human TNAP enzyme inhibitors, primary screen, biochemical, luminescent, high phosphate acceptor level, uHTS; Alkaline phosphatase, tissue-nonspecific isozyme (Homo sapiens), P05186; purified TNAP, CDP-star luminescence, 1 M DEA; inhibition, % at 20 µM; 200,000 tested, 0.03% active;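 active = over 50% inhibition of tissue-nonspecific alkaline phosphatase at 20 µM in the single-dose screen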;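 note: plate controls were DMSO wells for no effect and EDTA-quenched wells as full inhibition for full effect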
Target sequence (P05186 whole entry, looked up): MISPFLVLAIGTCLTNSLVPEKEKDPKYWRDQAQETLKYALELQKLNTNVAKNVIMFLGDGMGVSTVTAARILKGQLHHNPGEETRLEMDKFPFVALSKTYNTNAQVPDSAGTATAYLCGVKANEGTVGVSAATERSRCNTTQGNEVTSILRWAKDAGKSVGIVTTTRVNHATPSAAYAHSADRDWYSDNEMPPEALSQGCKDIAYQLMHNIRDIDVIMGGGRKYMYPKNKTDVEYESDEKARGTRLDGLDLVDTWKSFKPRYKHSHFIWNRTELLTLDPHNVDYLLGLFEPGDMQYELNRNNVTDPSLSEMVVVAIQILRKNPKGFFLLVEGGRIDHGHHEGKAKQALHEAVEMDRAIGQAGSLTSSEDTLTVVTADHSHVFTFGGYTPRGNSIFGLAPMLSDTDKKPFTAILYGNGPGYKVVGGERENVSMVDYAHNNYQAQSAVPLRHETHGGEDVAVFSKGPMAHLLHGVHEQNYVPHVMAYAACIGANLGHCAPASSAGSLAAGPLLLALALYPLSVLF
Diaphorase inh – diaphorase inhibitors and chemical oxidizers, primary screen, counter-screen for diaphorase-coupled primary assays, biochemical, uHTS, resorufin fluorescence | diaphorase resazurin-to-resorufin fluorescence, NADH, 16 min; bacterial (C. kluyveri) enzyme, not human | inhibition, % at 20 µM | 190,000 tested, 0.69% active | AID 1217, 2008;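 active = primary screen inhibition at 20 µM above a set limit, cut at about 50% in these data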;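 note: plate controls were DMSO with full reaction for no effect and wells lacking NADH for full effect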
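System: Bacterial diaphorase enzyme (C. kluyveri) | Incubation: 16-min room-temperature incubation before reading | Benchmarks: No-NADH positive control and DMSO neutral control | Measured by: Resorufin fluorescence 544/590 nm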
bIAP inhibitor – bovine intestinal alkaline phosphatase inhibitors, primary screen, selectivity assay for TNAP inhibitor project, biochemical, bovine IAP, CDP-star luminescence. alkaline phosphatase, intestinal [Bos taurus]. purified bovine IAP, 30 min. inhibition, % at 20 µM. 190,000 tested, under 10 active;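 active = over 50% inhibition of intestinal alkaline phosphatase at 20 µM in the single-dose screen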
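test system = bovine IAP enzyme | medium = DEA buffer 100 mM, pH 9.8, with MgCl2 1.0 mM, ZnCl2 0.02 mM | detection = luminescence | dosing = single compound dose of 20 µM, 2% DMSO final | incubation = 30 min reaction at room temperature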
TNAP inh no acc – human TNAP enzyme inhibitors, primary screen, biochemical, luminescent, no phosphate acceptor, uHTS. inhibition, % at 20 µM. 200,000 tested, 0.26% active. purified TNAP, CDP-star luminescence, 30 min;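 active = tissue-nonspecific alkaline phosphatase inhibition above about 50% at 20 µM in the single-dose screen, limit read from the data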;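 note: 0% = DMSO negative control and 100% = EDTA positive control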
Diaphorase act – compounds boosting diaphorase resazurin reduction – biochemical, uHTS, resorufin fluorescence, counter-screen for diaphorase-coupled primary assays, primary screen | Diaphorase/resazurin coupled assay, 16 min; stronger effect = higher value; 1 = vehicle wells, 0 = NADH-free wells | activation factor at 20 µM | 190,000 tested, 0.005% active | AID 1229, 2008;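 active = diaphorase activity raised at least twofold by the compound at 20 µM; inactive = activation factor below 2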
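Material: purified diaphorase enzyme from Clostridium kluyveri / Medium: HEPES pH 7.4 buffer with MgCl2 and Tween 20 / Schedule: enzyme reaction of 16 min at room temperature / Measured by: resorufin fluorescence, excitation 544 nm, emission 590 nm / Evaluation: rise in resorufin formation, marking diaphorase activation or chemical reduction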
L major viab – Leishmania major promastigote growth inhibition, primary screen; Leishmania major promastigotes, resazurin fluorescence viability; inhibition, % at 10 µM; 200,000 tested, 9% active; AID 1063, 2008; in the data active = inhibition above about 50%;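 note: promastigotes grown with compound for 44 hours at 28 °C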
PMI act hi M6P – human PMI activators, high substrate, primary screen, biochemical, fluorescence intensity, near-saturating mannose 6-phosphate | coupled PMI enzyme assay, resazurin fluorescence, 20 min; stronger effect = higher value; 1 = untreated enzyme, 0 = substrate-free blank | activation factor at 20 µM | 190,000 tested, 0.34% active;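 active = activation factor of 2 or more at 20 µM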
Target sequence (P34949 whole entry, looked up): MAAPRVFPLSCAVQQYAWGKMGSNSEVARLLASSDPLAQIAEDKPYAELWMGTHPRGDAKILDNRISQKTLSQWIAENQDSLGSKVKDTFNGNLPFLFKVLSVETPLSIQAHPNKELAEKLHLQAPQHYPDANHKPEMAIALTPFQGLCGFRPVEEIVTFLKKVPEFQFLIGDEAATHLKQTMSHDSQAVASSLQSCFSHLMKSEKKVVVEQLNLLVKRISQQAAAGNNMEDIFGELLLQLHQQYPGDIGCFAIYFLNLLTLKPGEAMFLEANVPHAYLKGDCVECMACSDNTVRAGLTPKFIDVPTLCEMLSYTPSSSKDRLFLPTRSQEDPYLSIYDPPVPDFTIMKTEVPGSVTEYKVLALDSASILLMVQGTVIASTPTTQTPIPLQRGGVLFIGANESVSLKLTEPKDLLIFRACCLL
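Test system: human phosphomannose isomerase with PGI, G6PDH, diaphorase coupling enzymes / Doses: 20 µM compound, 1% DMSO / Times: enzyme reaction with compound 20 min at room temperature / Measured by: Diaphorase-driven resazurin-to-resorufin fluorescence, excitation 544, emission 590 nm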
bIAP activator – bovine intestinal alkaline phosphatase activators, primary screen, biochemical, bovine IAP, CDP-star luminescence. activation factor at 20 µM. 200,000 tested, 0.17% active. purified bovine IAP, 30 min; stronger effect = higher value; fold of DMSO-control signal, blank-subtracted;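 active = activation factor of 2 or more at 20 µM, a signal rise over negative controls twice the positive control's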
PMI activator – activators of human PMI, primary screen, biochemical, fluorescence intensity, near-Km mannose 6-phosphate. purified human PMI, coupled resazurin fluorescence, 20 min; stronger effect = higher value; 1 = vehicle control, 0 substrate-free wells. AID 1214, 2008. Mannose-6-phosphate isomerase (Homo sapiens), P34949. activation factor at 20 µM. 190,000 tested, 0.005% active;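 active = activation factor of 2 or more at 20 µM, relative to plate controls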
TNAP act hiacc – TNAP activators at high phosphate acceptor level, primary screen, biochemical, luminescence, uHTS. Alkaline phosphatase, tissue-nonspecific isozyme (Homo sapiens), P05186. purified TNAP, CDP-star luminescence, 1 M DEA, 30 min; stronger effect = higher value; 0 = EDTA background, 1 = DMSO-only activity. activation factor at 20 µM. 200,000 tested, under 10 active;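 active = activation factor at least 2 at 20 µM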
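Measured by: Luminescent substrate turnover signal | Test system: Human TNAP | Input: TNAP 1/800 final | Dosing: 20 µM single point | Schedule: 30 min, room temperature | Controls: EDTA wells as negative control, DMSO wells as positive control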
* hit, by the source's call; x = not tested or not shown.

SMILES	TNAP inh hi DEA	Diaphorase inh	bIAP inhibitor	TNAP inh no acc	Diaphorase act	L major viab	PMI act hi M6P	bIAP activator	PMI activator	TNAP act hiacc
CCOC(=O)Cc1csc(NC(=O)CN(C)S(=O)(=O)c2cccc3cccnc23)n1	-3	11	8	-10	0.9	-2	0.9	0.9	1	1
COc1ccc(Nc2n[nH]c(N)c2C(N)=O)cc1	-5	16	-1	-15	0.8	-5	1	1	1	1
CCCCC(Sc1nc(N)c(NC(=O)c2ccc(OCC)cc2)c(=O)[nH]1)C(=O)O (configuration not stated)	3	3	12	-10	1	-9	1.1	0.9	1.3	1
c1csc(-c2cn3ccc4ccccc4c3n2)c1	0	9	2	-2	0.9	35	1	1	1.1	1
CN(c1cccc(Cl)c1)S(=O)(=O)c1cccc(C(=O)Nc2nc3ccccc3[nH]2)c1	-2	12	6	-6	0.9	99*	1.1	0.9	1	1
Cc1nc(-c2cccc(-c3noc(C)n3)c2)no1	-5	-7	3	-8	1.1	-2	1	1	1	1.1
CC(C)CC(C(=O)OCC(=O)c1c(N)n(C)c(=O)n(C)c1=O)N1C(=O)c2ccccc2C1=O (configuration not stated)	0	23	-6	1	0.8	57*	0.9	1.1	0.8	1
Cc1nn(C(=O)Cn2ccc([N+](=O)[O-])n2)c(C)c1Br	-2	10	6	24	0.9	-5	1	0.9	0.9	1
c1ccc(CNc2ccc3ccccc3n2)nc1	-3	6	-1	-10	0.9	-1	0.9	1	1	1
O=C(Nc1cccc(-c2nc3ncccc3o2)c1)c1sc2ccccc2c1Cl	3	1	-4	-1	1	-3	1	1	0.8	1
CCCn1c(N)c(NCCN2CCOCC2)c(=O)n(CC(=O)NCc2ccccc2)c1=O	4	-12	-18	-3	1.1	-4	1.2	1.2	1.2	1
C/C(CC(C)C)=N\NC(=O)Nc1ccccc1	-8	-6	-8	-6	1.1	-7	1.1	1.1	1.1	1.1
Cc1ccc(N2C(=O)CC(NCc3ccc4c(c3)OCO4)C2=O)cc1Cl (configuration not stated)	-5	30	-1	2	0.7	-6	0.9	1	0.9	1.1
Cc1ccc(OCC(=O)N2CCc3ccccc32)cc1	-1	3	-7	-12	1	25	1	1.1	1.1	1
O=C(NCc1ccccn1)C1CCN(C(=O)c2cc3sccc3n2Cc2ccc(F)cc2)CC1	-4	3	-6	-1	1	9	1	1.1	1.1	1
CCCCc1ccc(C2C(C#N)=C(N)SC(N)=C2C#N)s1	4	19	46	-1	0.8	-1	1.8	0.5	1.3	1
COCCNC(=O)C(NC(=O)C1CCCCC1)C12CC3CC(CC(C3)C1)C2 (configuration not stated)	-2	-11	-11	-16	1.1	-3	1	1.1	1	1
COC(=O)C1=C(C(=O)OC)N2C=CC=CC2(C)C(C(=O)OC)=C1C(=O)OC (configuration not stated)	8	-6	-5	-5	1.1	3	1.2	1.1	1	0.9
COc1ccc(/C=C/c2nnc(NC(=O)CSc3ccc(Cl)cc3)s2)cc1	-7	-11	19	4	1.1	-6	1.2	0.8	1	1.1
COc1ccc(NC(=O)CN2CCN(CC(=O)Nc3ccccc3F)CC2)cc1OC	-4	18	-8	-17	0.8	1	0.9	1.1	1	1
CCCCNC(=O)c1onc(CCl)c1C(=O)OC	-4	2	4	-6	1	101*	1	1	1	1
COC(=O)C1(C)NC(=O)c2ccccc2N1 (configuration not stated)	0	2	5	-10	1	-9	1	0.9	0.9	1
N#CCCNC(=O)Cn1c(COc2ccc(Cl)cc2)nc2ccccc21	1	6	18	-7	0.9	-4	1	0.8	1	1
C[C@@H](C(=O)O)[C@@H]1C[C@@]1(C)[C@@H](NC(=O)OCc1ccccc1)c1ccccc1	-6	12	1	-10	0.9	-4	0.8	1	0.9	1.1
CCN1CCN(CCCOc2ccccc2-c2ccccc2)CC1	-4	-4	-14	-8	1	65*	1.1	1.1	1	1
CCc1ccc2nc3n[nH]c(N)c3cc2c1	1	5	4	-10	0.9	11	1	1	1	1
CCCCn1c(CNC(=O)CCC)nc2ccccc21	-2	11	8	6	0.9	-3	0.9	0.9	0.8	1
NC(=O)COc1ccc(C23CC4CC(CC(C4)C2)C3)cc1	-6	10	2	-12	0.9	2	1	1	1	1.1
COc1ccc(/C=N/N=C/c2c[nH]c(=O)c(C#N)c2Nc2ccccc2)cc1	-3	-1	4	-8	1	1	1.1	1	1.1	1
Cc1cc(=O)[nH]c(N2CCN(Cc3ccccc3)CC2)n1	-3	0	4	-13	1	-6	1	1	1	1

Already shown: an excerpt of the list.
SMILES	TNAP inh hi DEA	Diaphorase inh	bIAP inhibitor	TNAP inh no acc	Diaphorase act	L major viab	PMI act hi M6P	bIAP activator	PMI activator	TNAP act hiacc
CCCCNC(=O)c1onc(CCl)c1C(=O)OC	-4	2	4	-6	1	101*	1	1	1	1
COC(=O)C1(C)NC(=O)c2ccccc2N1 (configuration not stated)	0	2	5	-10	1	-9	1	0.9	0.9	1
N#CCCNC(=O)Cn1c(COc2ccc(Cl)cc2)nc2ccccc21	1	6	18	-7	0.9	-4	1	0.8	1	1
C[C@@H](C(=O)O)[C@@H]1C[C@@]1(C)[C@@H](NC(=O)OCc1ccccc1)c1ccccc1	-6	12	1	-10	0.9	-4	0.8	1	0.9	1.1
CCN1CCN(CCCOc2ccccc2-c2ccccc2)CC1	-4	-4	-14	-8	1	65*	1.1	1.1	1	1
CCc1ccc2nc3n[nH]c(N)c3cc2c1	1	5	4	-10	0.9	11	1	1	1	1

Carrying on.
SMILES	TNAP inh hi DEA	Diaphorase inh	bIAP inhibitor	TNAP inh no acc	Diaphorase act	L major viab	PMI act hi M6P	bIAP activator	PMI activator	TNAP act hiacc
O=C1CC(SC(=Nc2ccccc2)Nc2ccccc2)C(=O)N1c1ccc(Cl)cc1 (configuration not stated)	-4	6	6	-10	0.9	-3	1	0.9	0.9	1
COc1ccc(Cn2c(C)nnc2-c2cnn(C)c2N)cc1	-1	-1	-8	-12	1	-10	1	1.1	1	1
O=C(N1CCCCC1)N1CCN(C(c2ccccc2)c2ccccc2)CC1	1	3	-5	-7	1	10	1.1	1.1	1	1
Cc1ccc(S(=O)(=O)Oc2ccc(/C=C(/NC(=O)c3ccccc3)C(=O)NCCCC(=O)O)cc2)cc1	1	16	-12	1	0.8	10	0.8	1.1	0.9	1
Clc1ccc(OCc2nc(-c3ccncc3)no2)c(Br)c1	-3	27	8	7	0.7	2	0.8	0.9	0.8	1
N#Cc1ccc(-c2ccc(OCC(=O)NCC(=O)Nc3ccc(F)c(F)c3F)cc2)cc1	1	3	7	-10	1	58*	0.9	0.9	0.9	1
COc1ccc(NC(=O)c2cccc([N+](=O)[O-])c2)cc1	-2	2	-20	0	1	3	1	1.2	1	1
C/C(CC(=O)Nc1ccc(Cl)c(Cl)c1)=N\NC(N)=S	4	5	14	4	1	62*	1	0.9	1	1
Cc1ccccc1N=Nc1c(C)[nH]n(-c2ccccc2)c1=O	-2	18	12	-6	0.8	-6	0.9	0.9	0.9	1
O=C(NN1CCOCC1)c1sc2cccc(F)c2c1Cl	1	17	-2	-5	0.8	-6	0.9	1	0.9	1
O=C(CSc1cc(Cl)ccc1Cl)NC1CCCc2ccccc21 (configuration not stated)	-7	-5	1	-13	1.1	57*	1.1	1	1.1	1.1
C=CCN(c1ccccc1C(=O)O)S(=O)(=O)c1ccc(C)cc1	-6	x	2	-3	x	-6	x	1	x	1.1
CCn1c(CC(=O)Nc2ccccc2)nnc1SCC(=O)Nc1ccccc1C(=O)OC	0	8	2	-8	0.9	-15	1	1	1	1
COc1ccc(NC(=O)CN2CCC(Cc3ccccc3)CC2)cc1S(=O)(=O)N1CCOCC1	-3	13	-3	13	0.9	-1	1	1	0.9	1
COc1ccc(CC(=O)NC(C)CCc2ccccc2)cc1 (configuration not stated)	-3	8	6	-8	0.9	-4	0.9	0.9	0.9	1
COc1ccc2occ(C(=O)c3ccc(N=C(C)N(C)C)cc3)c2c1	-2	4	0	-5	1	100*	0.9	1	0.9	1
Cc1ccc(S(=O)(=O)Oc2ccccc2/C=N/NC(=O)c2c(Cl)cnn2C)cc1	-2	27	11	-10	0.7	13	1	0.9	0.9	1
O=C(NCCC1=CCCCC1)C1CC(=O)N(C2CCCCCC2)C1 (configuration not stated)	-3	18	-4	-13	0.8	-3	0.9	1	0.9	1
O=c1c2ccccc2c2ccccc2c(=O)n1CC1CCCO1 (configuration not stated)	-2	12	9	-11	0.9	-5	1	0.9	1	1
CO[C@@]1(NC(=O)CSCC#N)C(=O)N2C(C(=O)O)=C(CSc3nnnn3C)CS[C@@H]21	2	16	11	-7	0.8	-6	1	0.9	1	1
COc1cc(NC(=O)COC(=O)CNS(=O)(=O)c2ccc(F)c(F)c2F)cc(OC)c1	-2	24	8	-19	0.8	-3	0.8	0.9	0.8	1
COc1ccc(/C=C/C(=O)NC(=S)NN2CCCCC2c2cccnc2)cc1 (configuration not stated)	-1	17	30	-4	0.8	70*	0.9	0.7	0.8	1
NS(=O)(=O)c1ccc(NC(=S)N2CCN(Cc3ccc(Cl)c(Cl)c3)CC2)cc1	-3	25	15	-1	0.8	30	0.9	0.9	0.8	1
CCOC(=O)N1CCN(C(=O)CCCN2C(=O)CSc3nc(C)cc(C)c32)CC1	-9	-14	-2	1	1.1	-8	1.1	1	1.1	1.1
CCN(CC)C(=O)Cn1cc(C(=O)C(=O)NCCCn2ccnc2)c2ccccc21	1	2	4	3	1	-4	1	1	1	1
CN(C)c1nc2c(c(=O)[nH]c(=O)n2C)n1Cc1ccccc1Br	-6	3	-2	0	1	7	1	1	1.1	1.1
CC(=O)Nc1ccc2c(c1)C(=O)N(c1ccc(C)cc1)C2=O	-5	-1	1	-23	1	-1	1	1	1	1.1

From PubChem
